# RBX1-CUL1 inh – inhibitors of human ROC1-CUL1 ubiquitin ligase activity; E3 ubiquitin-protein ligase RBX1 (Homo sapiens) + Cullin-1 (Homo sapiens), P62877+Q13616; in vitro K48 di-Ub FRET, acceptor:donor ratio, 45 min; inhibition, % at 10 µM; actives 0.6% (n = 140,000); AID 1347404, 2020; in the data active means inhibition above about 25%
# Target sequence (P62877 whole entry, looked up): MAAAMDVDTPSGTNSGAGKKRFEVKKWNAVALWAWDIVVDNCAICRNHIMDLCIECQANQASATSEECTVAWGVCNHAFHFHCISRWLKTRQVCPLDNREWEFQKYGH
# Target sequence (Q13616 whole entry, looked up): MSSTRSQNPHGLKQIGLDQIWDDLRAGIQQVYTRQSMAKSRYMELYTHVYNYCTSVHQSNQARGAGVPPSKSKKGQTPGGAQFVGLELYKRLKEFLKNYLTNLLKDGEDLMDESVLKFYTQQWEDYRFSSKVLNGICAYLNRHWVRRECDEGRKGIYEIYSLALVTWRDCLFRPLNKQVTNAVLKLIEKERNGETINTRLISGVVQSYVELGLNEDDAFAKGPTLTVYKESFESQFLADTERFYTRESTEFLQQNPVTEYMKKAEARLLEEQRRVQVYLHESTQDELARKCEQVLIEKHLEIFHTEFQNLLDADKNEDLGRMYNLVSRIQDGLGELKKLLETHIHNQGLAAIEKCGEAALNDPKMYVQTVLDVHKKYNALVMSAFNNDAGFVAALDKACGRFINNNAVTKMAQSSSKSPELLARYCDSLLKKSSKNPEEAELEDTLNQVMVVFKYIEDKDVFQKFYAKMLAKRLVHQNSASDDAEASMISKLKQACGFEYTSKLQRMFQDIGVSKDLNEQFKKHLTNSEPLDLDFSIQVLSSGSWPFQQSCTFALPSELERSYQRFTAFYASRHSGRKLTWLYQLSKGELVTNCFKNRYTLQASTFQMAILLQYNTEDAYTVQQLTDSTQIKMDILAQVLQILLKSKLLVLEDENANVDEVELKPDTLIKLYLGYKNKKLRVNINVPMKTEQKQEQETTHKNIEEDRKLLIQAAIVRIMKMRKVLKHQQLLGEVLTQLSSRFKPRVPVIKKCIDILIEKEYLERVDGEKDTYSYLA
# Active calls of the source: *. These rows are one share of the data, so the mix of outcomes need not match the whole.
RBX1-CUL1 inh	SMILES
-5	OCc1cccc(N=Cc2cccc(O)c2O)c1
6	CCOC(=O)c1c(C)oc2ccc(N(C(=O)c3ccncc3)S(=O)(=O)c3ccc(F)cc3)cc12
-7	O=C(CN1C(=O)S/C(=C\c2ccccn2)C1=O)Nc1ccccc1
-4	Nc1ncc(S(=O)(=O)NCc2ccccc2F)cn1
1	Nc1nnc(Sc2ccnc3cc(Cl)ccc23)s1
8	Cc1ncoc1C(=O)N(CC1CCN(C2CCCC2)CC1)CC1CCCO1 (configuration not stated)
16	COc1ccc(C(Nc2ccccn2)c2ccc3ccc(C)nc3c2O)cc1C (configuration not stated)
-1	COc1ccccc1Oc1ncccc1CNC(=O)CC1CCC(=O)N1 (configuration not stated)
-6	Cc1ccccc1CN1CCC(C(=O)NC2CC3CCC2C3)CC1 (configuration not stated)
-1	CC(C)Oc1ccc(-c2cc(=O)c3c(OC(C)C)cc(OC(C)C)cc3o2)cc1
3	Cn1ccnc1SCCNC(=O)c1cn(CCN2CCCCC2)nn1
0	Cc1ccc(C(=O)COC(=O)CCC(=O)Nc2ccc(Oc3ccccc3)cc2)cc1
5	O=C(O)c1cc(-c2ccsc2)cs1
3	O=C1C(=Cc2cc(Br)c(N3CCOCC3)o2)C(=O)N(c2ccccc2)C(=O)N1c1ccccc1
-2	O=[N+]([O-])c1ccc(C=Nc2cccc3ccccc23)cc1
5	COc1ccc(Cl)cc1NC(=O)c1ccc(CN2C(=O)CCn3nc(C)cc32)cc1
2	COc1cccc(CNC(=O)C2CCCN(c3ncnc4onc(-c5ccc(F)cc5)c34)C2)c1 (configuration not stated)
-5	O=C(c1c(Cl)sc(Cl)c1Cl)c1c(Cl)sc(Cl)c1Cl
1	O=C(COc1ccc(C2CCCCC2)cc1)NNC(=S)Nc1ccccc1
-11	COc1cc(OC)cc(C(=O)NCc2ccccc2)c1
11	COc1ccc(O)c(C2=Nc3ccccc3N=C(c3ccccc3)C2)c1
-2	CCCCNc1nc(Oc2ccc(=O)n(C)n2)nc(N(C)C)n1
-8	CCCCN(C)C(=O)Cn1ncc2c([nH]c3ccc(C)cc32)c1=O
-6	O=C(NCCCc1cccnc1)c1cc(COc2ccc(F)cc2F)on1
-2	Cc1ccc(SCc2[nH]nc3c2C(c2ccc(F)cc2)C(C#N)C(=N)O3)cc1 (configuration not stated)
-9	Cc1ccc(CNc2ncnc3onc(C)c23)cc1
3	Clc1nc2ccc3ccccc3c2s1
68*	Nc1ccc(/C=C\c2ccc(-n3nc4ccc5c(S(=O)(=O)O)cccc5c4n3)cc2S(=O)(=O)O)c(S(=O)(=O)O)c1
0	CN(C)C1(CNc2nccc(-c3cnn(C)c3)n2)CCSC1 (configuration not stated)
2	O=c1oc(-c2ccco2)nc2sc3c(c12)CCCCC3
5	O=C(CN(Cc1ccc(F)cc1)S(=O)(=O)c1ccc(Cl)cc1)NCCC1=CCCCC1
1	CSc1nc(Oc2ccc(NC(C)=O)cc2)cc(-n2ncc(C#N)c2N)n1
-6	COc1ccc(CN(C)C(=O)C2CCN(S(=O)(=O)N(C)C)CC2)cc1
4	O=C(c1cnc(N2CCOCC2)c2ccccc12)N1CCN(c2ccccc2F)CC1
10	Fc1cc2nc(Cc3ccccc3)[nH]c2cc1F
6	COc1ccc(CNc2nc(-c3ccc(OC)c(OC)c3)cc(C(F)(F)F)n2)cc1
3	CC(C)c1ccc(Oc2ncnc3sc4c(c23)CCCC4)cc1
0	O=C(Oc1ccc2ccccc2c1)C1CC1
0	O=C(O)c1ccc(=S)n(CC(=O)c2ccccc2)c1
-6	CCCC(=O)Nc1sc2c(c1C#N)CCCCCC2

# An excerpt of these results, with each value named:
molecule: COc1ccc(CNc2nc(-c3ccc(OC)c(OC)c3)cc(C(F)(F)F)n2)cc1
  RBX1-CUL1 inh: 6

molecule: O=C(Oc1ccc2ccccc2c1)C1CC1
  RBX1-CUL1 inh: 0

# The listing continues.
RBX1-CUL1 inh	SMILES
-4	COc1cc(C)c([N+](=O)[O-])c2c(=O)ccoc12
-3	Cc1ccc(NC(=O)C2Cc3ccccc3N2C(=O)c2ccccc2)cc1Cl (configuration not stated)
5	CCc1ccccc1NC(=O)CN1CCN(c2ccccc2)CC1
0	COc1ccccc1CCN1CCCC(CN(C)C(=O)CCCn2cncn2)C1 (configuration not stated)
4	OC(c1ccc2c(c1)CN(Cc1cccn1-c1ncccn1)CCO2)c1c(F)cccc1Cl (configuration not stated)
6	Cc1nn2c(C)c(-c3ccccc3)nc2s1
-4	Cc1cc(C)n2c(-c3cccnc3)nnc2n1
-7	Cc1ccc(-n2c(-c3ccco3)nc3c(cnn3-c3ccccc3Cl)c2=O)cc1
1	Clc1ccc(CN2C3=NCCN3c3ccccc32)cc1
1	O=C(O)Cc1sc(Nc2ccccc2)nc1-c1ccccc1
-2	Cc1ccc(CN2CC(c3nc(-c4cnn(C)c4)c(C)[nH]3)CC2=O)cc1 (configuration not stated)
10	CCOc1ccc(CCNC(NC(=O)c2ccccc2)(C(=O)OC)C(F)(F)F)cc1OCC (configuration not stated)
-4	CCCCOC(=O)Nc1ccc(S(=O)(=O)Nn2cnnc2)cc1
-5	Cc1ccc(-n2nnc(-c3nsc(NC(=O)c4ccccc4)n3)c2C)cc1
-6	COC(=O)c1cccnc1-n1c(=O)c2cccnc2n(CC(=O)Nc2c(C)cc(C)cc2C)c1=O
-10	Cc1nc(NC(=S)NC(=O)c2cccs2)ccc1Br
3	CCN1CC(CN(C)Cc2nc(-c3ccco3)oc2C)CC1=O (configuration not stated)
1	CNC(=O)C1CCN(Cc2cccc(C)c2)CC1
-1	COc1ccccc1-c1c(C)[nH]n2c(=O)cc(CCCc3cn[nH]c3)nc12
-10	CCOC(=O)c1cc(-c2ccc(C)cc2)n(CCC(=O)NCc2ccccc2)c1C
-1	COc1ccccc1C1CN(CC(=O)NC(c2ccco2)C(F)(F)F)Cc2ccccc2O1 (configuration not stated)
2	COc1ccc(-c2csc3ncn(-n4cccc4)c(=O)c23)cc1OC
2	O=S(=O)(c1ccccc1)n1nc(-c2ccco2)nc1SCc1ccccc1
-2	CC(=O)N1CCC(Oc2ccc(Cl)cc2C(=O)N(C)Cc2csc(C)n2)CC1
5	COc1cc(OC)c(NC(=O)N2CCOc3ccc(C)cc32)cc1Cl
-1	COC(=O)c1ccc(C(=O)OC)c(NC(=O)/C=C/c2c(Cl)cccc2Cl)c1
10	CCOc1ccc(NC(=O)Cn2nc(CC)n3c(cc4sccc43)c2=O)cc1
6	Cc1sc2nc(C)n(N)c(=O)c2c1-c1ccc(Cl)cc1
1	CCN(Cc1nccn1C)C(=O)c1ccc(NC[C@H]2C[C@H]3C=C[C@H]2C32CC2)nc1
-2	CC(C)CC1Nc2ccc(C(=O)NCCCOC(C)C)cc2NC1=O (configuration not stated)
-5	O=C(NCc1cccc(CNC(=O)C2CCCO2)c1)C1CCCO1 (configuration not stated)
-5	CN1CCN(CCCc2c3c(cc4c2CCC4)CCC3)CC1

# The last 6 records of the section above open the next one:
RBX1-CUL1 inh	SMILES
10	CCOc1ccc(NC(=O)Cn2nc(CC)n3c(cc4sccc43)c2=O)cc1
6	Cc1sc2nc(C)n(N)c(=O)c2c1-c1ccc(Cl)cc1
1	CCN(Cc1nccn1C)C(=O)c1ccc(NC[C@H]2C[C@H]3C=C[C@H]2C32CC2)nc1
-2	CC(C)CC1Nc2ccc(C(=O)NCCCOC(C)C)cc2NC1=O (configuration not stated)
-5	O=C(NCc1cccc(CNC(=O)C2CCCO2)c1)C1CCCO1 (configuration not stated)
-5	CN1CCN(CCCc2c3c(cc4c2CCC4)CCC3)CC1
4	Cc1cc2oc(C(=O)NC3CCS(=O)(=O)C3)c(C)c2cc1C (configuration not stated)
-11	CCOC(=O)c1oc2nc(-c3ccccc3)cc(-c3ccccc3)c2c1NC(=O)Nc1ccc(C)cc1
4	Cc1cc2c(n1Cc1ccccc1)C(=O)c1ccc(Br)cc1-2
-17	CC(NC(=O)c1ccc2ccccc2n1)c1ccccc1 (configuration not stated)
-13	COc1ccc(C(=O)NC(=S)NNC(=O)c2ccc(C)cc2)cc1
4	CCOc1cc(/C=C2/C(=N)N3N=C(CC)SC3=NC2=O)cc(Cl)c1OCc1ccc(F)cc1
1	COc1ccc2nc3oc(C(=O)NCc4ccccc4OC)cc3cc2c1
-7	CC(=O)N1CCc2c(sc3c2c(=O)n(CCc2ccccc2)c(=O)n3CC(=O)Nc2ccc(C)c(F)c2)C1
8	O=C1C2C3C=CC(O3)C2C(=O)N1Cc1ccccc1 (configuration not stated)
-4	O=C(Nc1ccc(OC(F)(F)F)cc1)C(NS(=O)(=O)c1cccc2nsnc12)c1ccccc1 (configuration not stated)
-12	Cc1ccc(-n2ncc3c(=O)n(Cc4cccc(Cl)c4)cnc32)cc1C
1	Cc1ccc(F)c(CNC2CCN(c3ccc(NC(=O)c4ccccc4F)cc3)CC2)c1F
-4	Cc1cccc(OCCSc2nc3ccc(NC(=O)COc4ccccc4)cc3s2)c1
-1	COc1ccc(NC(=O)Nc2cccc(OCc3cc(=O)n4cccc(C)c4n3)c2)c(OC)c1
8	COc1ccc(OC)c(NC(=O)c2sc3nc4c(cc3c2N)CCCCC4)c1
4	O=C(Cc1cccs1)N1CCCC(c2nc(-c3cccnc3)ncc2-c2ccccc2F)C1 (configuration not stated)

# Entries above containing a nitro group on carbon:
RBX1-CUL1 inh	SMILES
-2	O=[N+]([O-])c1ccc(C=Nc2cccc3ccccc23)cc1
-4	COc1cc(C)c([N+](=O)[O-])c2c(=O)ccoc12

# The list goes on:
RBX1-CUL1 inh	SMILES
-3	COc1cccc(C(=O)c2cn(CC(=O)NCc3ccccc3Cl)c3nc(C)ccc3c2=O)c1
3	Cc1ccc(CN2CCSc3ccc(C(=O)Nc4ccc(C)cc4)cc32)cc1
7	O=C1C(=O)N(c2ccc([N+](=O)[O-])cc2)C(c2ccccc2F)C1C(=O)c1ccc([N+](=O)[O-])cc1 (configuration not stated)
5	CS(=O)(=O)N1CCc2cc(C(=O)Nc3ccc(C(F)(F)F)cc3)ccc21
8	Cc1cccc(OCC(=O)Nc2ccc3ccccc3c2)c1
4	O=C1C(=C2SCCCS2)CC/C1=C\c1ccc(F)cc1
-2	CSc1nc2ccccc2c(=O)n1C1CCOC(C)(C)C1 (configuration not stated)
5	CC1CCN(S(=O)(=O)Cc2ccc(Cl)cc2)CC1
-2	CC1=Nc2nc(-c3cccnc3)nn2C(c2cccs2)C1C(=O)Nc1cccnc1 (configuration not stated)
2	CCCN(C(=O)c1cc2c(=O)[nH]c3ccc(C)cc3c2s1)c1ccc(CC)cc1
17	Nc1ccc(-c2nnc(-c3ccco3)o2)cc1
0	CC(C)(C)c1cc(C(=O)N/N=C/c2ccc(O)cc2)n[nH]1
1	O=C(c1ccc2c(c1)N(Cc1cccc(Cl)c1)C(=O)c1ccccc1S2(=O)=O)N1CCCCCC1
5	CC(C(=O)Nc1sc2c(c1C(=O)NCc1ccccc1)CCCC2)N1C(=O)c2ccccc2C1=O (configuration not stated)
-3	O=C(Cc1c(Cl)cccc1Cl)NCc1ccncc1
7	COC(=O)c1ccc(OS(=O)(=O)c2ccccc2Cl)cc1
9	CN1CCN(c2ncccc2CNC(=O)[C@@H]2CCCN3CCCC[C@H]23)CC1
-5	CCOC(=O)c1c(CSc2ccccc2)n(C)c2cc(Br)c(O)c(NC(=O)OC)c12
0	CCC(=O)Nc1nnc(SCc2ccc(C(=O)Nc3ccc(Br)cc3)cc2)s1
-6	COc1cc(/C=N/NC(N)=S)cc(Cl)c1OCc1ccccc1Cl
-11	CC1CCCCN1CCNC(=O)c1ccc(Cn2c(SCc3ccccc3)nc3cccnc32)cc1 (configuration not stated)
-4	Cc1nc(SCC(=O)c2ccccc2F)c2c3c(sc2n1)CCCC3
4	CSC(N)=NCC(C)(c1ccccc1)c1ccccc1
-11	Cc1ccc(NC(=O)N2CCN(c3nnc(C)c4c(C)n(-c5ccccc5)nc34)CC2)cc1Cl
14	COc1ccc(-n2nnnc2C(Cl)(Cl)c2nnnn2-c2ccc(OC)cc2)cc1
1	CCC(C)NC(=O)c1ccc(C)cc1 (configuration not stated)
3	O=C1N(Cc2ccc(F)cc2)CCCC1(O)CNC1CCC1 (configuration not stated)
5	Cc1ccc(Nc2cccc(C(F)(F)F)c2)nn1
-3	Cc1nc(SCC(=O)c2ccc(Cl)cc2)c(C#N)c2c1CCCC2
4	CCOc1ccc(CCNC(=O)C(C)n2nc(C)n3c(cc4occc43)c2=O)cc1OCC (configuration not stated)
-16	Cc1cc(=O)n(Cc2c(F)cccc2Cl)c2c1c(C)nn2-c1cccc(F)c1
7	CCOC(=O)N1CCN(c2cncc(/C(N)=N/N=C/c3ccc(Cl)cc3)n2)CC1
3	CC#CCN1C(=O)NC(CCCc2ccccc2)(C2CCN(C(=O)c3cc(C4CC4)[nH]n3)CC2)C1=O (configuration not stated)
-1	CC(C)CC(=O)NC(=S)Nc1cccc(-c2nc3ccccc3o2)c1
-2	O=C(CCC1CCCN(C(=O)c2cc[n+]([O-])cc2)C1)N1CCN(Cc2ccccc2)CC1 (configuration not stated)
8	COc1cc([C@@H]2C[C@H]3CN(C4CCCC4)C(=O)[C@]34CCCN24)cc2c1OCO2
9	CN(CCc1ccccn1)C(=O)c1cc(-c2cnn(C)c2)nc2ccc(F)cc12
-2	CC(C)C(=O)Nc1ccc(N2CCN(C(=O)C(C)(C)C)CC2)c(Cl)c1
-6	CNCC#CCOc1cccc(C(C)(C)C)c1
-4	Cc1cccc(C)c1NC(=O)CSc1nnc(Cc2ccccc2)n1C1CCCCC1
-9	CC12CCCC3=C1N(C(=O)C(C(=O)c1nn[nH]n1)C3=O)c1ccccc12 (configuration not stated)
6	COc1ccc(-c2cc3ncc(S(=O)(=O)c4ccccc4)c(-c4ccc(C)cc4)n3n2)cc1
2	CNC(=O)c1ccc2nc(Cc3ccccc3)oc2c1
-6	CCCCNS(=O)(=O)c1ccc(NC(=O)Cc2ccc(OC)cc2)cc1
